UPR XBP1 act: adaptive UPR (XBP1) activation | activation, % at 20 µM | CHO-XBP1 luciferase reporter, IRE1-XBP1 UPR activation, luminescence; percent of tunicamycin response, DMSO as zero | hit rate 0.33% among 330,000;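 active = versus positive control, 20 µM dose yields 30% or more activation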;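 note: 100% = tunicamycin at 10 µg/mL and 0% = DMSO only wells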
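Assay system: CHO-XBP1 luciferase reporter cells; Schedule: 6 h treatment, 37 °C; Detection: glow luminescence from Steady-Glo reagent; Benchmarks: high control tunicamycin 10 µg/mL final, low control DMSO vehicle only.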
CHOP UPR activ: apoptotic UPR (CHOP) activation; hit rate 0.34% among 330,000; AID 449763; activation, % at 10 µM; CHO-CHOP luciferase reporter, luminescence; percent of tunicamycin response over DMSO baseline;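 active = at 10 µM dose, activation of 40% or more, normalized to positive control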;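 note: 100% = tunicamycin at 10 µg/mL and 0% = DMSO alone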
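Dosing – one dose, 10 µM in 0.5% DMSO · System – CHO-CHOP cells, stable luciferase reporter of PERK-eIF2a-CHOP signalling · Input – 500 cells/well · Control set – tunicamycin 10 µg/mL final as positive, DMSO-only wells as negative · Timing – 6 h compound treatment, 37 °C · Measure – % activation vs tunicamycin · Technique – luminescence read with Steady-Glo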
NLRP3 yeast inh: NALP3 inhibition in yeast | Yeast reconstituted NLRP3/ASC/caspase-1, beta-gal luminescence, 24 h | inhibition, % at 10 µM | hit rate 0.39% among 330,000 | AID 2825;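 active = inhibition of 50% or more; inactive = inhibition below 50%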;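 note: plate controls were induced DMSO wells for no effect and uninduced yeast grown without galactose for full effect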
tim10-1 inh: inhibits growth of tim10-1 mutant yeast; S. cerevisiae tim10-1 ts strain growth, BacTiter-Glo, 24 h; hit rate 2.2% among 330,000; AID 463190; inhibition, % at 20 µM;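 active = inhibition of at least 40%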;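 note: mutant grown at 25 °C; 0% = DMSO wells with yeast and 100% = wells holding no yeast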
TIM10 inh: TIM10 yeast growth inhibition. hit rate 1.4% among 330,000. inhibition, % at 10 µM. S. cerevisiae TIM10 strain growth, BacTiter-Glo luminescence, 24 h;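 active = inhibition of 40% or more at the single tested concentration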;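 note: wild-type TIM10 isogenic control strain grown at permissive 25 °C; 0% = DMSO yeast wells and 100% = minimal medium wells without yeast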
GRIN3A LBD mod: NR3A (human) ligand-binding domain modulation; NR3A LBD differential scanning fluorimetry, Tm shift; 0% = protein alone, 100% = glycine-bound protein; Tm shift relative to glycine control, % at 25 µM; hit rate 2.5% among 340,000;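 active = melting temperature shift of at least 10% of the positive control shift, at one fixed dose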
tim23-1 inh: inhibits growth of tim23-1 mutant yeast. AID 463212. hit rate 1.3% among 330,000. inhibition, % at 20 µM. S. cerevisiae tim23-1 growth, BacTiter-Glo luminescence, 24 h;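 active = growth inhibition of the mutant yeast at or above 50%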;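 note: temperature-sensitive mutant grown at 25 °C; plate controls were DMSO-treated mutant yeast for no effect and medium wells lacking yeast for full effect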
APJ ag: APJ receptor agonism. P35414. CHO-K1 APJ PathHunter beta-arrestin, luminescence; 0% DMSO wells, 100% apelin. activation, % at 20 µM. hit rate 0.11% among 330,000. AID 2520;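 active = activation more than six SD over the plate average, tested at 20 µM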;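 note: 0% = DMSO alone and 100% = apelin-13 at 10 nM; some results filed as inactive read as strong as hits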
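Material: engineered CHO-K1 APJ arrestin reporter cells; amount: 1000 CHO-K1 reporter cells seeded per well; incubation: compound stimulation 90 min at 25 °C, detection 60 min; signal: luminescent beta-gal fragment complementation, chemiluminescent substrate; read-out basis: APJ agonist activity; controls: DMSO-only wells as negative, 10 nM Apelin-13 as positive control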
Mdm2-MdmX inh: disrupts the human Mdm2-MdmX interaction. inhibition, % at 8 µM. SaOS-2 split-luciferase Mdm2/MdmX complementation, luminescence. O15151+Q00987. hit rate 3% among 330,000. AID 485346;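 active = inhibition of at least 50% at 8 µM in the primary screen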
Target sequence (O15151 whole entry, looked up): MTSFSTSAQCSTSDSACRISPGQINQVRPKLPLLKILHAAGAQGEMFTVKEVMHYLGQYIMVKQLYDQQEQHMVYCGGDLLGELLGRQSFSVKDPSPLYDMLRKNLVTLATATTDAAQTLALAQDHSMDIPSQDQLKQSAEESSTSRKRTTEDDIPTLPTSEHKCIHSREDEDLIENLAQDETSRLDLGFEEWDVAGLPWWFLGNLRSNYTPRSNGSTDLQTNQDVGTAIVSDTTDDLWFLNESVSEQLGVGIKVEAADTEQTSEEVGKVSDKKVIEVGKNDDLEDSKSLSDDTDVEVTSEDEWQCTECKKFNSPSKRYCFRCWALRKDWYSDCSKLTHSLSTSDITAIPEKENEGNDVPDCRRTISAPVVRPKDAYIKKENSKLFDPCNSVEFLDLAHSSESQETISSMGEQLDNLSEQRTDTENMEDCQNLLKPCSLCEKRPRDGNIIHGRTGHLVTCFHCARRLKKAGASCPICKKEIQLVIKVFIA
Target sequence (Q00987 whole entry, looked up): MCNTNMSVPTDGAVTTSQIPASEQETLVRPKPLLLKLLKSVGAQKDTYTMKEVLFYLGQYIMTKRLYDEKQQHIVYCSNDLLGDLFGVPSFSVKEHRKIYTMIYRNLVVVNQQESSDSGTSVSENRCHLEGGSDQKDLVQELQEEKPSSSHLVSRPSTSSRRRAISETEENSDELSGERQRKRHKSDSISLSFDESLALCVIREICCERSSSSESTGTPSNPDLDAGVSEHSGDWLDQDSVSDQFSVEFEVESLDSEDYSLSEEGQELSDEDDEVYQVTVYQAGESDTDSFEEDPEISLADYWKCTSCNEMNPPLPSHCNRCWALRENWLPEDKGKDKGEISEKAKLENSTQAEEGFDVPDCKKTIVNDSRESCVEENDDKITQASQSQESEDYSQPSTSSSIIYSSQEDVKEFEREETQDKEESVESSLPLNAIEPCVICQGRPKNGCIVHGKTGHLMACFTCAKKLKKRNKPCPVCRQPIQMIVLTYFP
* = called active by the depositor.

SMILES | UPR XBP1 act | CHOP UPR activ | NLRP3 yeast inh | tim10-1 inh | TIM10 inh | GRIN3A LBD mod | tim23-1 inh | APJ ag | Mdm2-MdmX inh
O=c1nc(N2CCCCCC2)nc(N2CCCCCC2)[nH]1 | -2.5 | 1.1 | 4.7 | 8.2 | 7.1 | -1.4 | 7.0 | -0.9 | 1.1
COc1ccc(C(=O)OCC(=O)c2ccc(C3CCCCC3)cc2)cc1 | -0.4 | -1.1 | 13.1 | 14.0 | 2.4 | 3.6 | 5.0 | 3.5 | 5.7
Cc1ccc2cc(C(c3nnnn3C3CCCC3)N3CCN(c4ccccc4)CC3)c(=O)[nH]c2c1 (stereo not given) | 0.1 | 1.4 | -7.5 | 18.5 | -0.6 | 2.2 | 20.5 | 1.2 | 0.7
O=C(N1CCCCCC1)n1c(Cc2ccccc2)nc2ccccc21 | -2.4 | 0.2 | 19.1 | 40.6* | 35.8 | 3.9 | 22.9 | -3.5 | 25.2
Cc1cc(C)n(-c2nc(NCCCO)c3c4c(sc3n2)CCCC4)n1 | 41.2* | -1.9 | 22.8 | 50.4* | 27.1 | -2.5 | 39.1 | 3.6 | 20.1
CN1C(=S)SC(N(O)C=C2C=CC(=O)C=C2)C1(C)C (stereo not given) | -5.1 | -0.9 | 4.5 | -0.7 | 3.1 | -0.2 | 0.7 | -3.9 | 1.3
Cc1csc(SC(C)C(=O)Nc2ccccc2C)n1 (stereo not given) | -1.7 | 1.0 | 12.5 | 5.0 | 6.7 | -4.1 | 10.6 | -2.4 | -27.5
Cc1nc2ccc(NC(=O)N3CCSCC3)cc2s1 | 5.0 | 1.7 | 27.6 | 3.2 | 17.5 | 5.8 | -4.9 | 6.8 | -5.1
Cc1ccccc1NC(=O)C1c2ccccc2Oc2ccccc21 | 0.5 | -2.8 | -20.6 | 7.5 | -8.1 | 2.3 | -19.9 | -1.8 | 0.0
CC(C)C(c1nnnn1C1CCCCC1)N1CCN(c2ncccn2)CC1 (stereo not given) | -1.5 | -0.6 | -1.7 | -5.0 | 21.4 | 0.0 | 20.3 | -4.5 | 1.5
O=C(O/N=C(\c1ccccc1)c1ccncc1)c1ccccc1Cl | -3.0 | 0.3 | 24.5 | 11.2 | 25.6 | 0.2 | 52.0* | 1.4 | 1.2
O=C1CCCc2ccccc2N1Cc1ccccc1Cl | -3.1 | -0.1 | 35.5 | 11.1 | -28.0 | -3.0 | 5.6 | -5.2 | 11.4
O=C(NNc1ccc(O)cc1)c1ccc(Br)cc1 | -3.2 | 0.2 | 24.0 | 6.5 | 15.1 | -0.7 | 30.9 | -15.3 | -5.9
CN(C)S(=O)(=O)c1ccc(NC(=O)c2ccncc2)cc1 | -4.1 | -1.2 | 6.8 | -3.6 | 3.4 | -0.5 | 3.3 | -1.7 | -17.7
O=C(c1cccs1)c1c[nH]cc1-c1ccccc1 | 1.1 | 2.6 | 22.0 | 51.6* | 28.1 | 0.5 | 29.2 | -0.9 | -2.9
COC(=O)c1ccc(NC(=O)COc2ccccc2OC)cc1 | 2.4 | 0.2 | 25.7 | 8.1 | -1.4 | -0.4 | 1.1 | -2.5 | 15.6
CCc1ccc(NS(=O)(=O)c2cccc3nonc23)cc1 | -0.9 | -1.0 | 4.6 | 25.7 | 5.9 | -0.6 | 25.5 | 0.0 | 1.9
CC1CC(C)CN(S(=O)(=O)c2ccc(NC(=O)CN3CCCCCC3)cc2)C1 (stereo not given) | -1.8 | -0.6 | 11.0 | 21.1 | 2.6 | -0.3 | 15.3 | 1.7 | 24.1
COc1cccc(-n2nnnc2SCC(=O)N2CCCc3ccccc32)c1 | 2.5 | 0.9 | 17.6 | 35.2 | 36.6 | 6.5 | 57.8* | -3.0 | 3.6
Cc1ccc(CC2CC(=O)N(c3ccc(C)cc3)C2=O)cc1 (stereo not given) | -1.4 | 0.6 | 13.6 | 22.4 | 6.7 | 0.4 | 22.0 | -0.2 | 1.9
COc1ccc(CCNC(=O)C2CCN(S(=O)(=O)c3ccc(OC)c(OC)c3)CC2)cc1OC | 0.0 | -1.9 | -7.8 | 29.2 | -0.2 | -2.5 | -7.5 | -3.8 | -7.9
O=C(/C=C/c1cn(-c2ccccc2)nc1-c1cccnc1)N1CCCCC1 | 3.3 | -2.2 | 24.6 | 22.8 | 11.9 | -17.1 | 40.2 | 0.6 | 11.6
Cn1nccc1NS(=O)(=O)c1ccc(F)cc1 | -1.0 | -0.1 | 4.4 | 0.3 | 1.6 | -92.3 | 6.0 | -1.4 | -11.5
COCN(C#N)c1nc(OC)nc(OC)n1 | -2.7 | -0.2 | 20.4 | 7.4 | 13.5 | 2.1 | 13.9 | -1.7 | -9.4
Cc1noc(NS(=O)(=O)c2ccc(NC(=O)c3cc(=O)c4ccccc4o3)cc2)c1C | -3.3 | 3.0 | 20.7 | 12.5 | -9.2 | 0.0 | 5.0 | 2.3 | 5.1
COCCCNC(=O)c1cn(CC(C)C)c(=O)c2c1c1ccccc1n2C | 1.6 | -0.6 | 1.4 | 10.6 | -10.4 | -0.6 | -6.2 | -5.2 | 15.9
COc1ccccc1NC(=O)CC1C(=O)Nc2c1c(=O)n(C)c(=O)n2C (stereo not given) | -4.4 | -1.1 | 26.6 | 9.0 | -2.3 | -0.2 | 1.8 | -4.4 | 2.3
CCCCC1=CC2=CC(=O)C(C)(OC(=O)CC)C(=O)C2=CN1CCc1ccc(Br)cc1 (stereo not given) | -1.3 | 1.4 | 15.1 | 8.6 | 13.9 | -2.3 | 16.0 | 5.8 | -2.8
COc1ccccc1NC(=S)NC(=O)Cc1ccc(Cl)cc1 | -1.6 | 0.1 | 12.1 | 13.2 | -3.6 | 0.8 | 10.8 | 2.0 | 21.7
Cc1c(Cl)c([N+](=O)[O-])nn1CCCC(=O)Nc1cccc(Cl)c1 | -4.6 | -0.3 | 16.0 | 6.8 | 10.8 | -22.1 | 8.1 | -2.6 | -7.5
COc1ccc(C(=O)NCC(c2ccccc2)N2CCCC2)cc1S(=O)(=O)N1CCOCC1 (stereo not given) | 1.6 | -2.2 | 13.0 | -16.8 | 6.5 | 0.2 | -9.2 | 0.9 | 18.6
CC1CCc2nc3ccccc3c(C(=O)OCC(=O)N(C)C3CCS(=O)(=O)C3)c2C1 (stereo not given) | -1.3 | -0.5 | -4.5 | 5.6 | 5.4 | 2.1 | 13.1 | -1.4 | 17.2
Cc1ccc(-c2noc(C3CCCN(C(=O)c4ccccc4Br)C3)n2)o1 (stereo not given) | 4.4 | -0.8 | 13.5 | -1.0 | 8.4 | -1.4 | 16.8 | -1.2 | 9.3
O=c1[nH]c(C2CCN(S(=O)(=O)c3ccc(S(=O)(=O)NC4CC4)cc3)CC2)nc2c1nnn2Cc1ccccc1 | -5.6 | -2.5 | 5.8 | 0.4 | -3.0 | 4.1 | 3.0 | -1.0 | 17.7
CCOc1cc(C)c(Cl)cc1S(=O)(=O)n1cnc2ccccc21 | -1.9 | 0.0 | -3.0 | 23.2 | 7.8 | -0.6 | 31.2 | -3.1 | 15.9
O=C(CSc1nc2cc(Cl)ccc2s1)Nc1cccc(S(=O)(=O)N2CCOCC2)c1 | -2.6 | 1.8 | 2.2 | 33.0 | 28.4 | 6.4 | 23.1 | 0.8 | 8.7
CCOC(=O)c1cc(-c2ccc([N+](=O)[O-])cc2)nc2c1c(=O)[nH]c(=O)n2Cc1ccccc1 | 0.9 | 0.6 | 3.9 | 0.9 | -16.7 | 0.6 | -5.3 | -3.8 | 24.8
Cc1c(Cl)cccc1NC(=O)CCN1CCN(C)CC1 | -1.6 | 1.4 | 1.8 | 2.0 | -7.4 | 0.9 | 5.7 | -3.7 | -7.3
O=C(NCc1nnc2c(C(F)(F)F)cc(Cl)cn12)c1ccc2c(c1)OCO2 | -1.8 | -3.6 | -3.5 | 2.7 | 4.1 | -2.4 | 7.1 | 0.6 | 10.9
Cc1noc(C)c1-c1nc(CSc2ccc(Cl)cc2)no1 | 0.7 | 0.2 | 32.5 | 0.7 | 5.1 | 0.9 | 10.2 | -2.9 | 1.7

Single records, as listed above. Order of values: UPR XBP1 act | CHOP UPR activ | NLRP3 yeast inh | tim10-1 inh | TIM10 inh | GRIN3A LBD mod | tim23-1 inh | APJ ag | Mdm2-MdmX inh
CCOC(=O)c1cc(-c2ccc([N+](=O)[O-])cc2)nc2c1c(=O)[nH]c(=O)n2Cc1ccccc1 is listed with 0.9 | 0.6 | 3.9 | 0.9 | -16.7 | 0.6 | -5.3 | -3.8 | 24.8
Cc1noc(NS(=O)(=O)c2ccc(NC(=O)c3cc(=O)c4ccccc4o3)cc2)c1C is listed with -3.3 | 3.0 | 20.7 | 12.5 | -9.2 | 0.0 | 5.0 | 2.3 | 5.1
Cc1ccc(-c2noc(C3CCCN(C(=O)c4ccccc4Br)C3)n2)o1 (stereo not given) is listed with 4.4 | -0.8 | 13.5 | -1.0 | 8.4 | -1.4 | 16.8 | -1.2 | 9.3
Cn1nccc1NS(=O)(=O)c1ccc(F)cc1 is listed with -1.0 | -0.1 | 4.4 | 0.3 | 1.6 | -92.3 | 6.0 | -1.4 | -11.5

Carrying on:
SMILES | UPR XBP1 act | CHOP UPR activ | NLRP3 yeast inh | tim10-1 inh | TIM10 inh | GRIN3A LBD mod | tim23-1 inh | APJ ag | Mdm2-MdmX inh
Cc1csc(NC(C)c2nc3cc(C(F)(F)F)ccc3n2CCOCCO)n1 (stereo not given) | 0.9 | -2.2 | 11.0 | -11.0 | -8.8 | 0.1 | 10.8 | -1.2 | 7.9
CCCn1nnc(NC(=S)NC(=O)c2cccs2)n1 | -0.5 | 2.2 | 9.7 | 2.9 | -14.3 | -2.8 | 3.9 | 4.3 | -13.1
O=C(CCn1cnnn1)Nc1ccccc1F | -2.5 | -1.3 | -1.4 | 8.6 | -18.6 | 2.2 | -4.0 | -2.9 | 27.1
C#CCn1c(=NC(=O)CSCC(=O)N2CCOCC2)sc2ccccc21 | -1.5 | -2.2 | 14.4 | 12.3 | -9.1 | -1.1 | 13.0 | 2.3 | 11.6
Cn1nnc2cc(C(=O)NCc3ccco3)ccc21 | -3.7 | -1.0 | 7.0 | 6.0 | -21.0 | 3.5 | 8.4 | -2.9 | 17.2
CCOc1ccc(CCN2C(=O)c3ccc(C(=O)O)cc3C2=O)cc1OCC | -5.6 | 0.6 | 13.4 | -7.3 | 4.8 | 3.4 | -6.8 | -3.1 | -4.5
Cc1cccc(N(C)C(=O)COc2cc(=O)n(C)c3ccccc23)c1 | -1.6 | -2.3 | 15.0 | 15.3 | 1.6 | -0.6 | 17.1 | -2.2 | 2.0
CCOC(=O)c1ccc(NC(=O)c2cn(-c3ccccc3)nc2-c2ccncc2)cc1 | 9.8 | 4.6 | 22.2 | 10.8 | 10.8 | 8.1 | -9.9 | 2.1 | 13.9
NC(=O)CC(NC(=O)c1ccc(Br)cc1)c1ccc(NCc2ccc(F)c(F)c2)c([N+](=O)[O-])c1 (stereo not given) | -0.4 | -0.8 | 17.4 | 4.2 | -1.6 | 0.8 | 9.5 | -2.4 | 20.9
O=C(Cn1ccc2ccccc2c1=O)NCCC(=O)N1CCCCC1 | -0.9 | -1.4 | 16.9 | -7.9 | -10.0 | -2.0 | -0.6 | -0.4 | 4.3
Cn1c(=O)oc2cc(S(=O)(=O)N3CCC(C(=O)NCc4ccccc4)CC3)ccc21 | -2.5 | 0.1 | 13.4 | 0.3 | -7.7 | 0.1 | -6.3 | -3.5 | 14.3

High-throughput results deposited in PubChem BioAssay by Sanford-Burnham Center for Chemical Genomics.
